KB-V1 MDR tox: KB-V1 MDR subline cytotoxicity. KB-V1 MDR cells viability, CellTiter-Glo, 72 h. Potency, µM (doses to about 46.1 µM), for inactives: at the top dose activity change, negative = cytotoxicity, most hits filed as cytotoxic. 400,000 tested, 3.4% active; note: potency is the fitted concentration of half-maximal effect; % is set by controls: 0 for no effect and ±100 for the full control effect; nearly all actives have a fitted effect of over 60% in size
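Compound-treated KB-V1 multidrug-resistant cells, 72 h, 37 degrees C; viability by CellTiter-Glo. Fitted qHTS curves give the values.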
HT1080 IDH1KD tx: kills HT-1080 cells with IDH1 knockdown. Potency, µM (doses to about 46.1 µM), for inactives: top-dose activity, negative = toxicity, actives largely listed as cytotoxic. 360,000 tested, 2% active. HT-1080 IDH1 knockdown viability, ATP luminescence, 48 h. AID 686971;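 note: potency is the fitted concentration of half-maximal effect; 0% = DMSO wells and -100% = cell-free medium wells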
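After a 2 h attachment period, IDH1KD HT-1080 cells took pin-transferred compound for 48 h at 37 °C; ATP-based luminescence after 10 min room-temperature reagent incubation reported viability.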
D3 ag: activates the human D3 dopamine receptor. P35462. 410,000 tested, 0.58% active. max activation, %. D3R DiscoveRx beta-arrestin cells, luminescence, 90 min. AID 652048; in the data active = max activation above about 30%; note: 0% is about no effect; mostly tested at two doses, the higher about 12 µM
Target sequence (P35462 whole entry, looked up): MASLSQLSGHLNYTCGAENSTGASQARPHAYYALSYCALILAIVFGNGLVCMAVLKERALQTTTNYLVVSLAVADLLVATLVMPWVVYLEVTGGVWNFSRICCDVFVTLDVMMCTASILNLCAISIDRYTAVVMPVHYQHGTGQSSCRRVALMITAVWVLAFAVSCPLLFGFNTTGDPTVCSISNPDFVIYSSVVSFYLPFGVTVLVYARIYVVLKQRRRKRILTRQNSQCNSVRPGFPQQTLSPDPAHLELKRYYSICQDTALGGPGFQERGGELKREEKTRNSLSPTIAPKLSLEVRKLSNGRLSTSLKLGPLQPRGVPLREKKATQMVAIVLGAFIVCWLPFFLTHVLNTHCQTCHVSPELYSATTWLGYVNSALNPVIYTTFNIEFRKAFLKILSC
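Agonist-mode cell screen: cells plated at 1500/well and incubated overnight at 37 °C, then exposed to library compounds for 90 min at 37 °C. Detection reagent was added for 30–60 min at room temperature, and luminescence was read.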
IL-1B inflam inh: inflammasome signaling inhibition, IL-1 beta readout; THP-1 LPS/ATP IL-1B secretion, AlphaLISA, 16 h; hits give low values; activity change, % at 57.5 µM; 360,000 tested, 4.7% active; in the data active = activity change below about -50%; inconclusive = mostly about -30% to -49%; note: % is set by controls: 0 for no effect and ±100 for the full control effect
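THP-1 cells pretreated 1 hr with compounds (up to 57.5 uM final), then stimulated with LPS (250 ng/mL final) plus ATP (1.25 mM final); secreted IL-1B measured by AlphaLISA after 16 hr, decreased signal indicating inhibition.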
GLP-1R agonist: GLP-1 receptor (human) agonism. AID 624172. 380,000 tested, 0.007% active. Potency, µM (highest dose often 45.6 µM), without a hit: at the highest dose activation, most hits filed as activators. HEK293 GLP-1R CRE-luciferase, luminescence, 4-6 h; cells express a hypersensitive GLP-1R form. P43220; note: potency is the fitted concentration of half-maximal effect; % of control where 0% means no effect
Target sequence (P43220 whole entry, looked up): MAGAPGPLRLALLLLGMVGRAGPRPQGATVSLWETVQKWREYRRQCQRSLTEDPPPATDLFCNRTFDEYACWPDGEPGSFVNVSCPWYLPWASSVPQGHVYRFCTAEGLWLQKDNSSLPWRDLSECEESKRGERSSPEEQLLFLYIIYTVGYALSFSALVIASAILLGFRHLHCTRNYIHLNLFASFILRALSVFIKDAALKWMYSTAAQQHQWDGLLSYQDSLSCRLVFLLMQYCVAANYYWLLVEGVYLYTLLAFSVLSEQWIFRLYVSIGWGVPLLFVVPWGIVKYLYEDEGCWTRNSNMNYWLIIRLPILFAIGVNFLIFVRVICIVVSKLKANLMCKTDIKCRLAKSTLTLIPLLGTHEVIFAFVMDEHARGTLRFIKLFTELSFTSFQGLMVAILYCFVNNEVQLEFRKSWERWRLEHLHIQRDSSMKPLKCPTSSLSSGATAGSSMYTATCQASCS
SW480 rereplic: inducers of DNA re-replication in SW480 colon cancer cells | AID 624297 | Potency, µM (series often up to 46.1 µM), inactives show top-dose re-replication activation, most hits filed as activators | SW480 DNA re-replication, Hoechst DNA content imaging, 48 h | 340,000 tested, 1.8% active; note: potency is the fitted concentration of half-maximal effect; % of control where 0% means no effect; nearly all actives have a fitted effect of over 55% in size
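Image-based DNA-content assay: after two days of treatment, nuclei were labelled with the DNA dye Hoechst and imaged, and hits were compounds raising the count of nuclei showing high fluorescence intensity.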
HT1080NT lethal: kills 2HG-producing HT-1080-NT fibrosarcoma cells | HT-1080-NT fibrosarcoma viability, CellTiter-Glo ATP luminescence, 48 h | Potency, µM (series often up to 46.1 µM), inactives show at the top dose activity, negative = less viability, most hits filed as cytotoxic | 360,000 tested, 1.6% active | AID 686970;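 note: NT is the 2HG producing partner of a matched IDH1 knockdown line; potency is the fitted concentration of half-maximal effect; 0% = DMSO-treated cells and -100% = media-only wells without cells; nearly all actives have a fitted effect of over 55% in size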
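Read-out is CellTiter-Glo luminescence after 10 minutes at room temperature, following 48 hours' compound treatment of HT-1080-NT cells (750 cells/well, RPMI, 5% FBS, 37 degrees C).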
KB-3-1 tox: KB-3-1 parental cell cytotoxicity; KB-3-1 viability, CellTiter-Glo ATP luminescence, 72 h; Potency, µM (series often up to 46.1 µM), for inactives: at the highest dose activity change, negative = cytotoxic, most hits filed as cytotoxic; 400,000 tested, 1.4% active; AID 1347075; note: potency is the fitted concentration of half-maximal effect; % is set by controls: 0 for no effect and ±100 for the full control effect; nearly all actives have a fitted effect of over 60% in size
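Cytotoxicity in the drug-sensitive parental line KB-3-1 was scored as loss of CellTiter-Glo luminescence following 72 h incubation with compound. Values come from curve fitting of normalized concentration-response data.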
D3 antag: D3 dopamine receptor (human) antagonism. 360,000 tested, 2.5% active. P35462. max response, negative = inhibition, %. D3R cells, DiscoveRx beta-arrestin luminescence, antagonist mode; hits give low values; in the data active = max response below about -50%; inconclusive = no clear call, values can overlap the other calls; note: % is set by controls: 0 for no effect and ±100 for the full control effect; mostly tested at two doses, the higher about 12 µM
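Cells expressing the human receptor were seeded at 1500 cells/well, incubated overnight at 37 degrees C in 5% CO2, then exposed to library compounds with dopamine controls for 90 minutes at 37 degrees C before luminescent detection.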
* = called active by the depositor; ? = inconclusive; nt = no result given; [ ] = another dose, or the depositor's remark. Unless noted, calls come from the whole dose curve; as a rule, active = well fitted curve in the direction sought with a large enough effect; inconclusive = small, poorly fitted or top-dose-only effect, or another doubt; inactive = no such curve, though single readings can be large; an effect the other way counts as inactive or inconclusive.

1. Cc1ccccc1-c1nc2ccccc2c(=O)n1C
2. COc1ccc(-n2c(O)c(/C(C)=N/Nc3ccccc3)c(=O)[nH]c2=O)cc1
3. c1cc2c(cc1N1CCCCC1)C1CC2CCN1 (centres undefined)
4. O=C(CN1CCN(C(=O)COc2cccc(F)c2)CC1)Nc1ccc(Cl)c(C(F)(F)F)c1
5. Clc1ccc(C(c2ccc(Cl)cc2)n2cc[n+](CC(OCc3ccc(Cl)cc3Cl)c3ccc(Cl)cc3Cl)c2)cc1 (centres undefined)
Compound | 1 | 2 | 3 | 4 | 5
KB-V1 MDR tox | 24% | -20% | 3% | -27% | ?
HT1080 IDH1KD tx | 10% | 1.8µM* | 1% | -2% | 5.8µM*
D3 ag | 2 | 3 | -22 | 2 | -21
IL-1B inflam inh | 13 | 22 | 3 | ? | -108*
GLP-1R agonist | 10% | 4% | 8% | -2% | -20%
SW480 rereplic | -3% | -94%[inhibitor] | -2% | -15% | -27%
HT1080NT lethal | 7% | 1.6µM* | -3% | -6% | 5.2µM*
KB-3-1 tox | 20% | -2% | -4% | -13% | ?
D3 antag | 12 | -5 | 34 | 7 | 13

6. O=S(=O)(c1ccc(Cl)cc1Cl)N1CCCC1c1cccnc1 (centres undefined)
7. C=CCn1c(O)c(C(CC)=NCCCO)c(=O)[nH]c1=O
8. CCN1C(=O)/C(=C/c2ccc3c(c2)CCN3CCCCl)C(=O)NC1=S
9. CN(C)C(CNC(=O)Cc1c(Cl)cccc1Cl)c1ccccc1 (centres undefined)
10. O=C(CN1CCCCC1)c1ccc2c(c1)OCO2
Compound | 6 | 7 | 8 | 9 | 10
KB-V1 MDR tox | -24% | 2% | 6% | -8% | 0%
HT1080 IDH1KD tx | 4% | 8% | 5% | 8% | 1%
D3 ag | -2 | -11 | 5 | -19 | -1
IL-1B inflam inh | 23 | 9 | -19 | -7 | -4
GLP-1R agonist | 9% | 1% | 3% | 12% | -3%
SW480 rereplic | 4% | -9% | -6% | 9% | -6%
HT1080NT lethal | 6% | 10% | 14% | -1% | 5%
KB-3-1 tox | 4% | 11% | -11% | 9% | 1%
D3 antag | -8 | ? | 18 | -23 | 2

11. COC(=O)C1=C(c2cc3ccccc3o2)C[C@@H]2CC[C@H]1N2C(=O)NCCNC(C)=O
12. NC(=O)C1(N2CCCCC2)CCN(CC(=O)Nc2ccc(Oc3ccccc3)cc2)CC1
13. COC(=O)C1=C(c2ccc(Cl)c(C(F)(F)F)c2)C[C@@H]2CC[C@H]1N2C(=O)NC(C)C
14. COC(=O)C1=C(c2c(C)noc2C)C[C@@H]2CC[C@H]1N2C(=O)NCCO
15. Clc1ccc(CSc2nnc(-c3ccccn3)n2Cc2ccco2)cc1Cl
Compound | 11 | 12 | 13 | 14 | 15
KB-V1 MDR tox | 13% | 13µM* | -11% | -6% | ?
HT1080 IDH1KD tx | 0% | ? | 2% | 4% | ?
D3 ag | 41* | -3 | -21 | 12 | -8
IL-1B inflam inh | 2 | -27 | -7 | 23 | -1
GLP-1R agonist | 3% | 0% | 10% | -4% | 0%
SW480 rereplic | 6% | 7% | 3% | -5% | nt
HT1080NT lethal | 0% | -26% | 0% | -1% | ?
KB-3-1 tox | 0% | ? | -8% | 6% | ?
D3 antag | 8 | -14 | -1 | 1 | 0

16. CCN(CC)c1ccc(CN2CC=C(c3ccc(F)cc3)CC2)cc1
17. CC(C)N1C(=O)CCC1C(=O)N1CCC2(CC1)OCCO2 (centres undefined)
18. CC1=NN(c2ccccc2)C(=O)C1/C=C1/C(=O)NC(=O)N(c2cc(C)cc(C)c2)C1=O (centres undefined)
19. CCOc1cccc(C2NCc3ccccc3-n3cccc32)c1O (centres undefined)
20. Cn1cc(C(=O)N2CCCCC2)c2ccccc21
Compound | 16 | 17 | 18 | 19 | 20
KB-V1 MDR tox | 0% | -3% | 2% | 7% | 0%
HT1080 IDH1KD tx | ? | -17% | -1% | ? | -2%
D3 ag | -17 | 1 | -10 | -9 | 1
IL-1B inflam inh | 0 | 0 | 6 | -6 | -23
GLP-1R agonist | -13% | -3% | -2% | -10% | -9%
SW480 rereplic | -4% | -3% | -3% | -5% | 1%
HT1080NT lethal | ? | 0% | 1% | ? | -5%
KB-3-1 tox | 0% | 9% | -1% | -6% | 13%
D3 antag | -67* | 6 | 1 | -2 | -6

21. C[C@@H]1CN([C@H](C)CO)C(=O)CCCn2nncc2CO[C@@H]1CN(C)C(=O)Oc1cccc2ccccc12
22. CC1N=C(c2ccccc2)c2cc(Br)ccc2NC1=O (centres undefined)
23. Nc1ncc(P(=S)(N2CCOCC2)N2CCOCC2)s1
24. Cn1c(O)c(C=NCCN2CCNCC2)c(=O)n(C)c1=O
25. Cc1cccc(C2=NCC(=O)N(CC(=O)NCc3ccco3)c3sc4c(c32)CCCC4)c1
Compound | 21 | 22 | 23 | 24 | 25
KB-V1 MDR tox | 22% | -11% | -11% | 10% | 23µM*
HT1080 IDH1KD tx | 4% | 2% | 18% | 12% | ?
D3 ag | 9 | -7 | -10 | -3 | 7
IL-1B inflam inh | 14 | 18 | 6 | 25 | -25
GLP-1R agonist | 4% | 20% | 3% | -9% | -6%
SW480 rereplic | nt | -10% | -1% | -1% | 1%
HT1080NT lethal | -3% | 4% | 21% | 16% | ?
KB-3-1 tox | 2% | 0% | 0% | 0% | 0%
D3 antag | 29 | -29 | 35 | 7 | -13

26. O=C(CCC(=O)N1CCC2(CC1)OCCO2)Nc1nnc(C2CCCCC2)s1
27. CCc1ccc(CN2CCN(Cc3cc(Br)ccc3O)CC2)cc1
28. O=c1c2ccccc2nc(/C=C/c2ccc(O)cc2)n1-c1ccc(O)cc1
29. CCN(CC)P(=O)(Oc1ccccc1)Oc1ccccc1
30. CN1C(=O)C(=Cc2ccccc2Oc2ccc(Cl)c(F)c2)C(=O)N(C)C1=O
Compound | 26 | 27 | 28 | 29 | 30
KB-V1 MDR tox | -7% | ? | -9% | -9% | -22%
HT1080 IDH1KD tx | -4% | ? | -7% | -1% | -14%
D3 ag | -4 | -17 | 3 | -3 | 1
IL-1B inflam inh | 19 | -18 | -14 | -20 | 21
GLP-1R agonist | 2% | 16% | 13% | -2% | 10%
SW480 rereplic | -5% | ? | 21% | 6% | ?
HT1080NT lethal | 0% | -9% | -10% | -2% | -15%
KB-3-1 tox | -2% | -15% | -1% | -4% | ?
D3 antag | 8 | -80* | 18 | -21 | 0

31. C=CCn1c(O)c(C=Nc2c(C)n(C)n(-c3ccccc3)c2=O)c(=O)[nH]c1=O
32. CCOc1ccc(N2C(=O)/C(=C\c3cccs3)C(=O)NC2=S)cc1
33. CCOc1cc2c(cc1OCC)-n1cccc1C(c1ccccc1OC)NC2 (centres undefined)
34. S=C(NCCc1ccccc1)NCCc1cnc[nH]1
35. O=C(C1CCC(=O)N1Cc1ccc(F)cc1)N1CCC2(CC1)OCCO2 (centres undefined)
Compound | 31 | 32 | 33 | 34 | 35
KB-V1 MDR tox | 7% | -6% | ? | 2% | -4%
HT1080 IDH1KD tx | 1% | -17% | -16% | -2% | 6%
D3 ag | -12 | -12 | -7 | -1 | 3
IL-1B inflam inh | 0 | -99* | -85* | 42 | 13
GLP-1R agonist | -3% | 0% | 22% | 16% | -12%
SW480 rereplic | 3% | -72%[inhibitor] | ? | -2% | -1%
HT1080NT lethal | -1% | ? | -19% | -20% | 7%
KB-3-1 tox | 1% | -7% | -16% | 1% | 20%
D3 antag | 0 | ? | 1 | 10 | -6

Just SW480 rereplic, for some of the entries so far:
no.	SMILES	SW480 rereplic
34	S=C(NCCc1ccccc1)NCCc1cnc[nH]1	-2%
33	CCOc1cc2c(cc1OCC)-n1cccc1C(c1ccccc1OC)NC2 (centres undefined)	?
32	CCOc1ccc(N2C(=O)/C(=C\c3cccs3)C(=O)NC2=S)cc1	-72%[inhibitor]

(further entries)
36. CN(C)CC1CSCCC1(O)c1ccc(C(F)(F)F)cc1 (centres undefined)
37. CC12CCC(O)CC1CCC1C2CCC2(C)C(C3=CC(=O)OC3)CCC12O (centres undefined)
38. CCN1CCN(S(=O)(=O)c2ccc(Cl)nc2)CC1
39. O=c1[nH]c(=O)n(C2CCCCCC2)c(O)c1C=NCC1CCCO1 (centres undefined)
40. COC(=O)C1=C(c2ccc3ccccc3c2)C[C@@H]2CC[C@H]1N2C(=O)NCCCOC(C)C
Compound | 36 | 37 | 38 | 39 | 40
KB-V1 MDR tox | -27% | 0.73µM* | -5% | -23% | 0%
HT1080 IDH1KD tx | 12% | 1.2µM* | 0% | -1% | 0%
D3 ag | 8 | 0 | -11 | 11 | 0
IL-1B inflam inh | -3 | -65* | -18 | 1 | 7
GLP-1R agonist | 1% | -30% | -6% | -1% | 7%
SW480 rereplic | -3% | 5.8µM* | 3% | -7% | 0%
HT1080NT lethal | 10% | 1.5µM* | 1% | -4% | -10%
KB-3-1 tox | -2% | 1.2µM* | -16% | 0% | -11%
D3 antag | -5 | 2 | -10 | -51* | -3

41. COc1ccc(-n2cc(-c3ccccc3)c3c(N4CCN(CCO)CC4)ncnc32)cc1
42. COc1ccccc1OP(=O)(Nc1cccnc1)Oc1ccccc1OC
43. CC(=O)N1CC(=O)Nc2ccc(Cl)cc2C1c1ccccc1 (centres undefined)
44. CCCCn1c(C)c(C(=O)O)c2cc(OC)c3ccccc3c21
45. Cc1cccc(NC(=S)N/N=C/c2ccc([N+](=O)[O-])s2)c1
46. CCC(=O)N1CCN(c2cc3c(cc2F)c(=O)c(C(=O)O)cn3CC)CC1
Compound | 41 | 42 | 43 | 44 | 45 | 46
KB-V1 MDR tox | -19% | 9.2µM* | 12% | -2% | 0% | 0%
HT1080 IDH1KD tx | ? | ? | 7% | -6% | ? | 24%
D3 ag | 24 | 7 | 2 | 14 | -6 | -13
IL-1B inflam inh | ? | 3 | 21 | 29 | 0 | 6
GLP-1R agonist | -20% | -2% | 9% | 21% | -9% | 9%
SW480 rereplic | ? | 0% | 0% | 6% | ? | 3%
HT1080NT lethal | 16µM* | ? | 13% | 8% | 18µM* | ?
KB-3-1 tox | 0% | ? | 13% | 9% | ? | 14%
D3 antag | -4 | 62 | 6 | 26 | -97* | ?

The list is partial (hit frequency here may not be typical).
